ZTA counter = counter-screen for EBNA-1 inhibitors: inhibitors of Epstein-Barr virus ZTA | inhibition, % at 11 µM | AID 2234 | ZTA-DNA binding, fluorescence polarization | P03206 | 320,000 tested, 0.15% active; in the data active means inhibition above about 33%
Target sequence (P03206 whole entry, looked up): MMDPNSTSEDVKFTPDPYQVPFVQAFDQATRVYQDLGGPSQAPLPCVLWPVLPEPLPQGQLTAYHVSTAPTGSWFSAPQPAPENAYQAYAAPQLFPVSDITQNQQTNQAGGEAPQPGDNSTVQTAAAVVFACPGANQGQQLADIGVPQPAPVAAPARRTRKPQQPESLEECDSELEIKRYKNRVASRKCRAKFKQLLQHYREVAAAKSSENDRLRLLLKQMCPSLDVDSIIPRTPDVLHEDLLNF
JMJD2C inh = human JMJD2C demethylase inhibition; Q9H3R0; GST-JMJD2C(1-420) H3K9me3 demethylation, DELFIA europium; 330,000 tested, 0.069% active; AID 2099; inhibition, % at 2.35 µM;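 active means more than half of a compound's replicate wells show inhibition beyond 50%, single wells judged on their own value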;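 further: signal counts dimethyl H3K9 product captured on neutravidin plate; 0% = median of DMSO wells and 100% = 0.3 times that DMSO median; strong numbers were not always called active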
PP5 primary = blocks human protein phosphatase 5 activity; P53041; purified PP5c, OMFP substrate fluorescence; inhibition, % at 6.7 µM; 320,000 tested, 0.18% active; AID 1987;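 active means inhibition above the campaign's mean inhibition across all tested compounds plus 3 SD, cut at about 9.5% in these data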;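 further: 0% = DMSO only and 100% = 100 µM cantharidin control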
Target sequence (P53041 whole entry, looked up): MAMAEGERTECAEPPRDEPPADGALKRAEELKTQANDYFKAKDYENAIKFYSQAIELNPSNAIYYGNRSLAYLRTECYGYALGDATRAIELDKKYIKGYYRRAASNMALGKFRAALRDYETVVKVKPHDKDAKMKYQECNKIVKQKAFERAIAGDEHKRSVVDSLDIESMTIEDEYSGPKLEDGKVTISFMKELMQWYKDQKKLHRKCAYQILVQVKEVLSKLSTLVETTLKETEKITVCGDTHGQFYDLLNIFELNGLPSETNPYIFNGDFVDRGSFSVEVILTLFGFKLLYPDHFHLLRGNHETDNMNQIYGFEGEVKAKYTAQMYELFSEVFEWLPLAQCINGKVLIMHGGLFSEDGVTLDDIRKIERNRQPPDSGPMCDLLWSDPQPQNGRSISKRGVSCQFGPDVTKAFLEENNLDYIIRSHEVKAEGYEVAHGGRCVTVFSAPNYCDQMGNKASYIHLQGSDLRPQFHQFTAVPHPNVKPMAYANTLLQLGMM
PP1 inh = PP1-alpha (human) inhibition in PP5 counter-screen; P62136; purified PP1alpha, OMFP fluorescence; inhibition, % at 6.7 µM; 320,000 tested, 0.9% active; AID 2235;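 active means inhibition above the mean inhibition of all tested compounds plus 3 SD, computed separately for each screening campaign, cut at about 15% in these data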
Target sequence (P62136 whole entry, looked up): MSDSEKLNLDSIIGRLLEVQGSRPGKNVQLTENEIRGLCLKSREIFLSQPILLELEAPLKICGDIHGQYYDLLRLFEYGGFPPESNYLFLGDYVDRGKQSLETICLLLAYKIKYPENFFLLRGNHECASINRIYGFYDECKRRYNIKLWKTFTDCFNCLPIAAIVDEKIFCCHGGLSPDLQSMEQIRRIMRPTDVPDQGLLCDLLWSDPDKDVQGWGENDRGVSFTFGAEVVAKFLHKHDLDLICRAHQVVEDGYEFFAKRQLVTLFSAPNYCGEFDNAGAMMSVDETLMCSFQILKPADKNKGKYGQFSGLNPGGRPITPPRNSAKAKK
Fh CTSL1 inh = cathepsin L1 inhibition, PFM18AAP counter-screen | recombinant F. hepatica cathepsin L1, Z-Leu-Arg-MCA fluorescence | inhibition, % at 5.96 µM | 300,000 tested, 0.49% active | AID 1906;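 active means inhibition above the mean of all tested compounds plus 3 SD, set per screening campaign, cut at about 17% in these data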;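 further: 0% = plate median of test compound wells and 100% = 1 µM Z-Phe-Ala-diazomethylketone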
TPT1 inhibitor = C. albicans TPT1 enzyme inhibition | recombinant caTPT1, FP RNA substrate dephosphorylation | inhibition, % at 5 µM | 300,000 tested, 0.81% active | AID 1962;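 active means inhibition above the mean of all tested compounds plus 3 SD, set per screening campaign, cut at about 24% in these data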;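 further: plate controls were DMSO alone for no effect and ferristatin control at 100 nM for full effect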
EBNA-1 inh = blocks EBNA-1 binding to DNA. EBNA-1 DNA binding, fluorescence polarization. AID 1950. 300,000 tested, 0.34% active. inhibition, % at 14.8 µM; in the data active means inhibition above about 28%
core dimer inh = HCV core protein dimerization inhibition | TR-FRET GST/Flag-core106 dimerization, 1536-well | inhibition, % at 5 µM | 300,000 tested, 0.33% active;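 active means inhibition above the mean of all tested compounds plus 3 SD, set per screening campaign, cut at about 45% in these data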
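Material: Tagged HCV core106 pair (GST and Flag) | Amount: GST-core106 13.5 nM, Flag-core106 17 nM | Medium: KF-containing HEPES buffer, pH 7.45, DTT, CHAPS, BSA | Reagent: Eu donor and XL665 acceptor anti-tag antibodies | Schedule: 4 h at 22.5 °C | Technique: Time-resolved FRET, ex 340 nm, em 617 and 671 nm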
Yeast superoxide = yeast age-related superoxide inhibition as caloric restriction mimetic; S. cerevisiae aged cells, superoxide DHE fluorescence; hits give low values; superoxide response (% of plate mean), % at 10 µM; 330,000 tested, 0.18% active;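 active means superoxide response under a set limit, about three screen SD below normal, cut at about 65% in these data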;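 further: yeast aged for seven days with compound at 30 °C before DHE staining; 100% = average MFI of all compound-treated wells on the plate with controls excluded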
Starred values were filed as active, the others as inactive; x = no result given; & = joins results of further samples. Compounds were not picked by outcome; any-hit rate near 3.1%.

SMILES	ZTA counter	JMJD2C inh	PP5 primary	PP1 inh	Fh CTSL1 inh	TPT1 inhibitor	EBNA-1 inh	core dimer inh	Yeast superoxide
Cc1noc(C)c1CS(=O)(=O)Cc1ccc(Cl)cc1	17.9	-3.7	0.8	-1.0	-1.2	-0.3	7.9	11.6	108.5
NC(=O)c1ccc(NC(=O)CCCN2C(=O)c3ccccc3C2=O)cc1	-15.0	1.3	-0.3	2.2	-10.2	0.1	-2.0	-2.7	93.6
O=C(CNC(=O)c1ccc2c(c1)OCCO2)N/N=C/c1ccco1	9.9	22.6	-1.1	-0.7	10.5	-0.7	-6.2	2.0	99.7
COC(=O)CSc1nnc(SCc2ccccc2)s1	-8.5	8.4	2.1	0.2	-0.1	0.9	-1.6	11.1	102.5
Cc1ccc(NC(=S)N2CCN(CCN3C(=O)c4cccc5cccc(c45)C3=O)CC2)cc1	-16.3	1.5	3.1	-2.3	4.0	-4.9	6.4	10.3	107.1
Cc1cc(C)cc(-n2c(C)cc(/C=C3\C(=N)N4N=C(CC(C)C)SC4=NC3=O)c2C)c1	-1.7	14.2	-0.4	-4.2	-1.1	0.8	-2.8	16.5	96.8
Cc1[nH]c(C)c(C(=O)/C=C/c2ccc([N+](=O)[O-])cc2)c1C	-8.3	135.7	2.2	0.7	-3.3	-2.4	-16.2	37.6	90.5
NS(=O)(=O)c1cccc(-n2cnnn2)c1	-1.0	-4.0	-1.8	7.2	-2.5	0.7	3.8	0.3	109.6
O=C(CN1CCCc2ccccc21)NC(=O)NCc1ccccc1	11.6	-5.2	2.3	-0.6	4.1	-0.2	11.0	-3.6	81.8
Cc1cccc(NC(=O)c2cccc3c2-c2ccccc2C3=O)n1	0.9	-12.1	1.6	-1.8	-2.4	-7.1	-5.4	2.4	94.5
NC(=O)c1ccc[n+](Cc2ccccc2)c1	2.6	7.3	-2.1	-1.2	3.3	1.4	7.1	-10.6	90.6
CCO[C@@H]1OC(C(=O)N2CCN(Cc3ccc4c(c3)OCO4)CC2)=C[C@H](c2ccc(Br)cc2)[C@H]1CCCO	-28.7	-7.4	-1.6	-4.3	4.2	-0.1	-2.1	-9.1	98.4
Cc1c(Cl)cccc1NC(=O)CSc1sc2c(O)cc(=O)[nH]c2c1C#N	7.2	5.9	1.7	4.5	2.4	1.8	-6.0	8.3	75.5
COc1cc2c(cc1NC(=O)COC(=O)c1ccc(C(C)(C)C)cc1)oc1ccccc12	2.5	-9.3	2.4	-2.6	-0.3	2.4	-8.7	2.2	128.5
NC(=S)Nc1c(Cl)cccc1Cl	-15.1	9.4	-1.0	0.3	13.7	-5.8	1.8	-3.9	46.6*
CCCn1c(CN(C)Cc2ccccc2)nc2c1c(=O)n(C)c(=O)n2C	-8.6	-1.8	-0.1	-0.8	0.7	0.7	-8.0	5.3	91.8
COc1ccc(OCC2CCCN(Cc3nc(CC4CC4)no3)C2)cc1 (stereo not drawn)	14.4	3.6	-0.9	-5.2	0.3	-0.5	7.8	-2.5	97.8
Cc1cccc(C(=O)Nc2nnc(S(=O)(=O)N3CCOCC3)s2)c1	3.0	-28.3	-1.6	-2.0	1.0	-0.9	7.0	1.0	96.8
CCCN(C(=O)COc1ccc(C(C)=O)cc1OC)C1CCS(=O)(=O)C1 (stereo not drawn)	-1.9	4.9	1.6	-3.2	x	x	x	x	104.4
COc1ccc(-c2nnc(OCc3ccccc3)c3ccccc23)cc1	3.5	5.3	2.4	2.9	2.0	-4.4	3.4	14.3	105.3
COc1ccc(C(CC(=O)O)NS(=O)(=O)c2ccc(C)cc2)cc1 (stereo not drawn)	-9.5	0.2	-0.2	-0.8	3.1	-2.6	-5.2	5.2	105.2
CCOC(=O)COc1ccccc1/C=C1/NC(=O)NC1=O	0.2	12.7	-1.2	-2.2	2.2	3.0	1.7	-3.2	100.4
NC(=O)c1ccsc1NC(=O)CSc1nnc2ccccn12	3.0	8.6	-0.6	5.3	0.7	-1.0	9.5	19.2	116.9
O=C(Nc1ccc(S(=O)(=O)N2CCCCC2c2cccnc2)cc1)c1ccccc1F (stereo not drawn)	-15.2	2.6	3.6	2.6	-4.0	-3.4	3.3	-1.1	96.4
O=C(Nc1cc(Cl)ccc1N1CCOCC1)c1ccc2c(c1)OCCO2	3.8	3.0	1.8	4.8	0.4	1.6	-7.7	-18.1	98.8
Cc1nnc(Nc2ccc3c(c2)ncn3C)c2ccccc12	0.9	-14.7	1.9	-1.7	3.7	0.1	-13.6	-3.8	105.3
CC(=O)N[C@@H](Cc1ccc(O)cc1)CN1C(N)=NC[C@@H]1CC(C)C	-4.0	1.3	1.9	1.1	-5.7	-2.4	6.4	-2.6	102.9
CC1CCN(c2ccccc2NC(=O)c2cc([N+](=O)[O-])ccc2N2CCOCC2)CC1	-11.5	11.6	0.8	6.0	2.5	0.3	1.9	16.0	105.8
Cc1nn(-c2ccccc2)c(C)c1C(=O)OCC(=O)NC12CC3CC(CC(C3)C1)C2	-0.3	-8.0	1.9	-5.6	11.8	-6.0	-8.9	3.7	86.2
c1ccc(-c2nc3c4ccccc4ccn3c2CN2CCOCC2)cc1	-14.1	2.5	-0.4	-4.2	0.9	-1.7	-2.1	-1.0	88.2

Full records as entered above.
Shown for CC1CCN(c2ccccc2NC(=O)c2cc([N+](=O)[O-])ccc2N2CCOCC2)CC1 : ZTA counter: -11.5; JMJD2C inh: 11.6; PP5 primary: 0.8; PP1 inh: 6.0; Fh CTSL1 inh: 2.5; TPT1 inhibitor: 0.3; EBNA-1 inh: 1.9; core dimer inh: 16.0; Yeast superoxide: 105.8
Shown for O=C(Nc1ccc(S(=O)(=O)N2CCCCC2c2cccnc2)cc1)c1ccccc1F (stereo not drawn) : ZTA counter: -15.2; JMJD2C inh: 2.6; PP5 primary: 3.6; PP1 inh: 2.6; Fh CTSL1 inh: -4.0; TPT1 inhibitor: -3.4; EBNA-1 inh: 3.3; core dimer inh: -1.1; Yeast superoxide: 96.4

The list goes on:
SMILES	ZTA counter	JMJD2C inh	PP5 primary	PP1 inh	Fh CTSL1 inh	TPT1 inhibitor	EBNA-1 inh	core dimer inh	Yeast superoxide
Cc1cc(C(=O)Oc2cccnc2)ccc1[N+](=O)[O-]	11.6	-6.4	0.4	0.6	-0.9	1.9	0.0	-3.3	125.7
CCOc1cc(N2CCOCC2)c(OCC)cc1NC(=O)c1cc(-c2ccco2)nc2ccccc12	7.6	69.6&-4.2	1.6	2.1	6.1	-2.1	0.0	-2.2	86.1
C=CCn1c(C)cc(C(=O)Cn2nc(C(=O)O)c3ccccc3c2=O)c1C	5.7	0.8	0.6	4.5	0.5	2.2	-9.3	8.7	100.9
O=C(Nc1ccccc1N1CCCCC1)C1CCN(C(=O)c2ccc(Cl)cc2)CC1	1.3	8.4	0.4	0.1	2.8	-0.4	-5.6	2.5	110.4
CC(NC(=O)c1ccncc1)c1ccccc1 (stereo not drawn)	-9.6	4.1	1.3	7.0	0.2	0.1	-4.1	2.6	99.0
COc1ccccc1OCC(=O)Nc1c2c(nn1-c1ccc(F)cc1)CS(=O)(=O)C2	10.8	-10.7	2.9	-0.9	0.2	-0.9	7.3	8.4	101.5
N#Cc1nc(-c2ccc(OCc3ccccc3)cc2)oc1NCCCN1CCOCC1	-6.8	-3.7	3.3	3.9	5.8	3.1	-9.8	-5.7	103.5
CCOC(=O)COc1ccc(S(=O)(=O)N2CCc3ccccc3C2)cc1	-0.8	-16.8&6.7	1.1	-1.9	-0.6	-3.6	-1.1	-5.3	88.2
O=CN(c1ccccc1)c1ccc2ccccc2c1	-0.3	-2.6	1.8	1.9	-5.0	-1.3	0.7	2.7	106.5
Cc1sc2ncnc(Sc3ccccc3C(=O)Nc3ccc(Br)cc3)c2c1C	11.8	-3.2	2.7	1.1	1.0	-2.2	9.9	3.8	96.2
CC(C)CNc1nc(Oc2ccc(=O)n(C)n2)nc(N2CCOCC2)n1	11.3	2.8	3.5	-0.9	1.5	-3.6	-6.3	11.3	94.2
O=C(NC(=S)N1CCN(C2CCCCC2)CC1)c1ccccc1	3.3	6.6	0.6	-3.1	0.1	-1.8	-2.3	-2.1	97.2
COc1ccccc1CN1CC(C(=O)NCCC2=CCCCC2)CCC1=O (stereo not drawn)	-0.8	2.8	1.0	-2.9	-2.3	1.5	-8.9	-4.5	81.0
COc1cccc(CN2CC(C(=O)NCCCn3cccn3)CCC2=O)c1 (stereo not drawn)	-17.8	-3.4	1.7	-6.8	5.8	-5.2	-3.1	4.1	118.0
COc1ccc(OC)c(Nc2nc(N)c([N+](=O)[O-])c(NC3CCCCC3)n2)c1	-10.3	0.9	2.4	0.2	1.8	-0.4	-6.8	5.8	106.2
Cc1cc(C)cc(NC(=S)NCC2CCN(C(C)c3ccccc3)C2)c1 (stereo not drawn)	9.0	-11.5	4.6	-2.2	-4.4	3.1	-8.7	-3.6	106.5
O=C(Cc1ccc(Br)cc1)N1CCCC1	5.4	13.4	2.3	-4.0	2.1	-4.7	7.2	-4.8	100.0
CC(C)CNS(=O)(=O)c1cc(C(=O)OCC(=O)N2CCOCC2)c(Cl)cc1Cl	-6.9	2.0	4.4	-1.7	-5.6	-3.3	-1.2	12.1	105.6
O=C(O)/C=C/C(=O)Nc1ccc(OC(F)(F)F)cc1Br	-15.4	1.6	0.9	-2.7	-2.4	0.1	-1.4	-2.1	96.2
O=C(c1cccs1)N1CCN=C1SCc1cccc(F)c1	-3.2	7.2	-1.3	-0.4	-2.8	0.1	-7.2	1.5	89.9

Limited to Fh CTSL1 inh, TPT1 inhibitor and Yeast superoxide, for 2 of the compounds above:
| SMILES | Fh CTSL1 inh | TPT1 inhibitor | Yeast superoxide |
| --- | --- | --- | --- |
| CC(C)CNS(=O)(=O)c1cc(C(=O)OCC(=O)N2CCOCC2)c(Cl)cc1Cl | -5.6 | -3.3 | 105.6 |
| O=C(Cc1ccc(Br)cc1)N1CCCC1 | 2.1 | -4.7 | 100.0 |

Next section
SMILES	ZTA counter	JMJD2C inh	PP5 primary	PP1 inh	Fh CTSL1 inh	TPT1 inhibitor	EBNA-1 inh	core dimer inh	Yeast superoxide
COc1cc(C(=O)Nc2ccc(S(=O)(=O)N(C)c3ccccc3)cc2)cc(OC)c1OC	-9.9	1.7	-0.8	-1.4	-0.8	0.5	-6.2	-4.2	96.6
O=C(C1CCN(Cc2ccc(F)cc2)CC1)N1CCN(C/C=C/c2ccccc2)CC1	0.4	-15.0	-0.5	-1.0	-5.0	-4.3	1.6	-2.1	86.3
COc1ccc(N2CCN(CCNC(=O)Nc3ccc(C)cc3Cl)CC2)cc1	9.7	-3.8	2.6	-3.6	-5.8	0.2	-3.8	-9.8	113.7
O=c1cc(O)n(C2CCCCCC2)c(=O)[nH]1	-14.7	8.8	-0.3	-2.1	-8.9	9.1	1.4	7.3	101.4
COCc1ccccc1C1=CC(=O)C[C@H](c2ccc(F)cc2)C1	9.6	-1.3	0.4	-4.1	x	x	x	x	83.7
O=C(COC(=O)CCc1nc2ccccc2c(=O)[nH]1)NC1CCS(=O)(=O)C1 (stereo not drawn)	4.3	-0.8	-0.9	-4.1	1.6	-4.1	6.8	-2.3	98.6
Cc1c(S(=O)(=O)N2CCN(c3cccc(C(F)(F)F)c3)CC2)c(=O)n(C)c(=O)n1C	18.5	-3.6	-3.2	-4.7	1.5	-1.8	3.8	-5.5	93.5
O=[N+]([O-])c1ccccc1S(=O)(=O)Nc1ccc(-c2ccc(N3CCOCC3)nn2)cc1	-4.1	13.3	-0.7	1.0	3.1	-0.6	4.7	3.5	107.9

Screens from PubChem BioAssay.
